# Screens from PubChem BioAssay.
# MrgX1 antagonist – antagonists of human MrgX1 receptor, primary screen, HEK293 cells, Fluo-4 calcium flux; Mas-related G-protein coupled receptor member X1 (Homo sapiens), Q96LB2; BAM8-22 antagonism; stronger effect = lower value; B-score at 10 µM; hit rate 1.3% among 310,000; AID 588676, 2011;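 active = calcium-response B-score plate-corrected more than 3 library SD below zero, starting fluorescence within 5 deviations, no agonist response on first addition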;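 also: peak minus trough fluorescence over baseline after final BAM8-22 challenge near maximal dose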
# Target sequence (Q96LB2 whole entry, looked up): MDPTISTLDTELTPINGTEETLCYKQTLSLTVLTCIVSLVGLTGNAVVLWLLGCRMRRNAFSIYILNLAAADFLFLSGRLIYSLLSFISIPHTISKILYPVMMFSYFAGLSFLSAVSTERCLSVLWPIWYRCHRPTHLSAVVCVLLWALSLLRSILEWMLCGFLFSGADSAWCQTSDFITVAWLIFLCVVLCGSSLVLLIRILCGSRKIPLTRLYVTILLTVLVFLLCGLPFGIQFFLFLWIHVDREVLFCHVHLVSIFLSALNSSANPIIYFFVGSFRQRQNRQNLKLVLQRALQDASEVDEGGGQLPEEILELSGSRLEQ
# ANO1 block – TMEM16A chloride channel inhibitors, primary screen, cell-based, HTS | Anoctamin-1 (Mus musculus), Q8BHY3 | HEK293 TMEM16A/YFP iodide influx fluorescence, ionomycin | normalized B-score (activity score, 25-100; higher = stronger inhibition) at 10 µM | hit rate 1.2% among 310,000 | AID 588511, 2011;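 active = ratio plate-corrected score three or more library SD toward inhibition, starting fluorescence score within five deviations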;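 also: score derived from kinetic fluorescence span divided by baseline fluorescence per well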
# MrgX1 agonist – agonists of human MrgX1 receptor, primary screen, HEK293 cells, Fluo-4 calcium flux. Mas-related G-protein coupled receptor member X1 (Homo sapiens), Q96LB2. Fluo-4 calcium fluorescence, agonist mode; stronger effect = higher value. B-score at 10 µM. hit rate 0.44% among 310,000. AID 588627, 2011;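 active = calcium response B-score plate-corrected fluorescence ratio at least 3 library SD, with starting fluorescence B-score inside 5 SD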
#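 System: HEK293 cells stably expressing human MrgX1 receptor; Dosing: test compound in the initial addition of three; Schedule: overnight plating, then 30 min 37 °C plus 30 min room-temperature dye loading; Detection: kinetic calcium dye fluorescence, Fluo-4 NW; Controls: per-plate positive and negative controls for Z′ factor.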
# TRPC4 PAM – positive allosteric modulators of TRPC4, primary screen, cell-based, mouse TRPC4beta, HEK293 mu-opioid, Fluo-4 calcium. DAMGO EC20, Fluo-4 Ca2+ flux; stronger effect = higher value. B-score at 10 µM. hit rate 0.42% among 310,000. AID 2227, 2009;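 active = B-score of calcium response area above 5 SD of library B-scores, with initial fluorescence ratio within 5 SD of library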;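 also: B-score of integrated fluorescence ratio over time as area under calcium response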
# ANO1 activ – TMEM16A chloride channel activators or potentiators, primary screen, cell-based, HTS. Anoctamin-1 (Mus musculus), Q8BHY3. HEK293 TMEM16A/YFP-H148Q/I152L, iodide quench fluorescence; stronger effect = lower value. B-score at 10 µM. hit rate 0.3% among 340,000. AID 623877, 2012;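 active = fluorescence-ratio B-score plate-corrected deviation score at least 3 library SD below zero, with starting fluorescence score within 5 deviations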;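 also: channel opened by trigger with iodide after compound preincubation; score built on the fluorescence ratio of max minus min over baseline; more negative score means more quench and so TMEM16A activation or potentiation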
# TRPC4 inh – inhibitors of mouse TRPC4 channel, primary screen, Fluo4 calcium, HEK293 TRPC4beta/mu-opioid cells. Short transient receptor potential channel 4 (Mus musculus), Q9QUQ5. DAMGO-evoked Fluo4 calcium flux; stronger effect = lower value. B-score at 10 µM. hit rate 0.39% among 300,000. AID 2247, 2010;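 active = B-score over 3 SD under the library average, no early fluorescence shift, positive overall ratio signal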
#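 System: stable TRPC4beta/mu-opioid receptor HEK293 cells; Dosing: single-point compound dosing; Measured by: Fluo4 Ca2+ flux fluorescence; Read-out basis: per-well B score of integrated baseline-normalized Fluo4 ratio.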
# RGS4 block – RGS4 inhibitors, primary screen, cell-based, HEK293 M3R inducible RGS4, calcium flux; Regulator of G-protein signaling 4 (Homo sapiens), P49798; Fluo-4 calcium flux; stronger effect = higher value; triggered by carbachol at its EC20; B-score at 10 µM; hit rate 0.45% among 310,000; AID 463165, 2010;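 active = B-score, a plate-corrected calcium signal, over three deviations above library mean, with baseline fluorescence within five deviations of library mean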;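 also: RGS4 expression induced by doxycycline in cells with stable M3 receptor; B-score is computed from the integrated fluorescence ratio over baseline after carbachol; higher B-score means a larger calcium signal and so more RGS4 inhibition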
# Target sequence (P49798 whole entry, looked up): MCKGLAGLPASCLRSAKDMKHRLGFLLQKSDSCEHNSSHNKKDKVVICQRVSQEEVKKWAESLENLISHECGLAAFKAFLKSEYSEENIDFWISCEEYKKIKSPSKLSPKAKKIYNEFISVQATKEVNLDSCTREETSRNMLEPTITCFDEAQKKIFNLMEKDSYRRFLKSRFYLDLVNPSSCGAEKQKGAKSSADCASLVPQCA
# TRPC6 inh – mouse TRPC6 channel inhibitors, primary screen, cell-based, HEK293, membrane potential dye; hit rate 1.1% among 310,000; ACh-evoked depolarization; stronger effect = lower value; B-score at 10 µM; AID 2553, 2010; Short transient receptor potential channel 6 (Mus musculus), Q61143;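 active = B-score under library mean minus 3 SD, initial fluorescence not abnormally high, positive integrated signal ratio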;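 also: B-score derived from integrated fluorescence ratio over the kinetic read; more negative B-score means stronger inhibition of depolarization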
# TRPC6 act – mouse TRPC6 channel activators, primary screen, cell-based, HEK293, membrane potential dye | Short transient receptor potential channel 6 (Mus musculus), Q61143 | HEK293-TRPC6 membrane potential dye fluorescence; stronger effect = higher value | B-score at 10 µM | hit rate 0.13% among 310,000;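 active = B-score of the integrated fluorescence ratio above library mean plus 3 SD, and starting fluorescence ratio within library mean plus 5 SD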;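 also: higher score means more depolarization so channel activation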
# MrgX1 allo act – positive allosteric modulators of MrgX1, primary screen, HEK293 cells, Fluo-4 calcium flux; FDSS; stronger effect = higher value; B-score at 10 µM; hit rate 0.63% among 310,000; AID 588675, 2011;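 active = plate-corrected calcium response at least 3 library SD above typical, normal starting fluorescence, not activating the receptor alone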;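 also: compound read alongside a low EC10 to EC30 dose of BAM8-22 agonist; peak minus trough fluorescence over baseline measured at the second addition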
# TRPC4 agonist – activators of mouse TRPC4 channel, primary screen, Fluo4 calcium, HEK293 TRPC4beta/mu-opioid cells. Short transient receptor potential channel 4 (Mus musculus), Q9QUQ5. Fluo4 calcium fluorescence; stronger effect = higher value. B-score at 10 µM. hit rate 0.49% among 310,000. AID 2237, 2010;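 active = B-score above 5 SD of library B-scores, and initial fluorescence ratio not above library mean plus 5 SD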;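 also: positive B-score marks a calcium rise read as TRPC4 activation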
#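 Material: TRPC4beta and mu-opioid receptor HEK293 stable cells | Incubation: 45 min room-temperature Fluo4 loading, 110 s read | Detection: Kinetic Fluo4 calcium fluorescence | Measure: Integrated baseline-normalised fluorescence ratio, converted to per-well B score | Benchmarks: Low control buffer alone, high control maximal DAMGO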
# * marks the source's active call; other numbers are inactive results; i = inactive; · = not tested or not shown.
entry	compound	MrgX1 antagonist	ANO1 block	MrgX1 agonist	TRPC4 PAM	ANO1 activ	TRPC4 inh	RGS4 block	TRPC6 inh	TRPC6 act	MrgX1 allo act	TRPC4 agonist
1	CC1=C(C(=O)OCCCBr)C(c2ccc3c(c2)OCO3)NC(=O)N1 (stereo not given)	i	i	i	i	i	i	i	i	i	i	i
2	CCOc1ccc(Cl)cc1CNc1nnnn1CC	i	i	i	i	i	i	i	i	i	i	i
3	CCN(CC)C(=O)Sc1cccc2cccnc12	i	i	i	i	i	i	i	i	i	i	i
4	C=C(C)C(=O)Nc1cccc(C2=NOC3(C2)C[C@@H](C(N)=O)N(C(=O)C(=C)C)C3)c1 (stereo not given in full)	i	i	i	i	i	i	i	i	i	i	i
5	COc1ccccc1NC(=O)c1cc(N)cc(C(=O)Nc2ccccc2OC)c1	i	i	i	i	i	i	i	i	i	i	i
6	O=S(=O)(c1ccc(F)cc1)N1CCCC(CO)C1 (stereo not given)	i	i	i	i	i	i	i	i	i	i	i
7	O=C(Cn1cncn1)c1ccc(Cl)cc1	i	i	i	i	i	i	i	i	i	i	i
8	CCCCOc1ccc(C(=O)N2CC(C)OC(C)C2)cc1 (stereo not given)	i	i	i	i	i	i	i	i	i	i	i
9	COc1cc(NC(=O)c2cc(C)no2)c(OC)cc1Cl	i	i	i	i	i	i	i	i	i	i	i
10	CCOc1ccc(Br)cc1C1C(C(=O)OC)=C(N)Oc2cc(N(C)C)ccc21 (stereo not given)	i	i	i	i	i	i	i	i	i	i	i
11	COc1cccc(CNC(=O)c2ccc(NC(=O)C3CCCO3)cc2)c1 (stereo not given)	i	i	i	i	i	i	i	i	i	i	i
12	O=C(c1ccc(F)cc1)N1CCC2(CC1)NCCc1[nH]cnc12	i	i	i	i	i	i	i	i	i	i	i
13	COc1cccc(-n2ccn(CC(=O)NCCc3ccccc3)c(=O)c2=O)c1	i	i	i	i	i	i	i	i	i	i	i
14	COCCn1cc(C(=O)c2ccccc2OCC(=O)Nc2cc(C)on2)cc(C#N)c1=O	i	i	i	i	i	i	i	i	i	i	i
15	CC(C)(C)c1ccc(/C=N/OCC(=O)NCc2ccc(F)cc2)cc1	i	i	i	i	i	i	i	i	i	i	i
16	CCOc1ccc(NC(=S)NS(=O)(=O)c2cc(Br)ccc2OCC)cc1	i	i	i	i	i	i	i	i	i	i	i
17	O=C(CSc1ccc2nnc(-c3cccnc3)n2n1)Nc1ccc(F)cc1F	i	i	i	i	i	i	i	i	i	i	i
18	COc1cccc(Nc2nc3ccccc3nc2NS(=O)(=O)c2ccc(NC(C)=O)cc2)c1	i	i	i	i	i	i	i	i	i	i	i
19	CN(C)c1ccc(NC(=O)C2C3C=CC(C3)C2C(=O)O)cc1 (stereo not given)	i	i	i	21*	i	i	i	i	i	i	i
20	O=C(NCCc1ccccc1)C(=O)NCC1OCCN1S(=O)(=O)c1ccc(Cl)cc1 (stereo not given)	i	i	i	i	i	i	i	i	i	i	i
21	c1ccc(-c2nn3c(Cn4nnc5ccccc54)nnc3s2)cc1	i	i	i	i	i	i	i	i	i	i	i
22	COc1cc(C=O)ccc1OS(=O)(=O)c1ccccc1[N+](=O)[O-]	i	i	i	i	i	i	i	i	i	i	i
23	CCCCOc1ccc(Br)cc1/C(C)=N/NC1=NCCN1	i	i	i	i	i	i	i	-7.3*	i	i	i
24	C=CCc1ccc(O)c(-c2ccc(O)c(CC=C)c2)c1	i	100*	i	i	i	i	i	i	i	i	i
25	Cc1cccc(NC(=O)[C@H](NC(=O)[C@@H]2Cc3ccccc3CN2)c2ccccc2)c1	i	i	i	i	i	i	i	i	i	i	i
26	Cc1ccccc1Cn1nnc(-c2ccc(F)cc2)n1	i	i	i	i	i	i	i	i	i	i	i
27	Cc1cc(NNC(=O)c2ccccc2)nc(NNC(=O)c2ccccc2)n1	i	i	i	i	i	i	i	i	i	i	i
28	Cc1ccc(NC(=O)Nc2nnc(-c3ccccc3F)s2)cc1	i	i	i	i	i	i	i	i	i	i	i
29	CC(NC(=O)c1ccc(C(F)(F)F)cc1)C(c1ccccc1)N1CCOCC1 (stereo not given)	i	i	i	i	i	i	i	i	i	i	i
30	Nc1cnccc1C(=O)O	i	i	i	i	i	i	i	i	i	i	i
31	CCOC(=O)c1cc(-c2csc(COc3ccccc3Cl)n2)on1	i	i	i	i	i	i	i	i	i	i	i
32	O=C(NCc1ccco1)NC(=O)c1csc([N+](=O)[O-])c1	i	i	i	i	i	i	i	i	i	i	i
33	CC(C)C(=O)Nc1cc(-c2nc3ncccc3o2)ccc1Cl	i	i	i	i	i	i	i	i	i	i	i
34	COc1cccc(NS(=O)(=O)c2ccc3c(c2)N(C(C)=O)CCS3)c1	i	i	i	i	i	i	i	i	i	i	i
35	CC1CCC/C(=N\NC(=O)COc2ccc(Cl)cc2Cl)C1 (stereo not given)	i	i	i	i	i	i	i	i	i	i	i
36	Cc1cccc(-c2c3c(=O)n(C)c(=O)n(C)c3cn2C(C)C)c1	i	i	i	i	i	i	i	i	i	i	i
37	Cc1ccccc1C(=O)NC1CCN(Cc2nnnn2CCc2ccccc2)CC1	i	i	i	i	i	i	i	i	i	i	i
38	CN(C(=O)Nc1cccc(C(F)(F)F)c1)C1CCCCC1	i	i	i	i	i	i	i	i	i	i	i
39	Cc1ccccc1OCC(=O)Nn1c(COc2ccccc2)nc2ccccc2c1=O	i	i	i	i	i	i	i	i	i	i	i
40	N/C(=N\OC(=O)CCc1ccccc1)c1cccnc1	i	i	i	i	i	i	i	i	i	i	i
41	O=C(NCc1ccco1)C1CCCN1C(=O)NCc1ccccc1 (stereo not given)	i	i	i	i	i	i	i	i	i	i	i
42	O=C1C2C(c3ccccc3)C=CC(c3ccccc3)C2C(=O)N1C1CCCCC1 (stereo not given)	i	i	i	·	i	·	·	·	·	i	·
43	O=C(O)COc1nsnc1N1CCOCC1	i	i	i	i	i	i	i	i	i	i	i
44	N[C@@H](Cc1ccccc1)C(=O)N1CCOCC1	i	i	i	i	i	i	i	i	i	i	i
45	O=C(COC(=O)c1cnccn1)Nc1cccc2ccccc12	i	i	i	i	i	i	i	i	i	i	i
46	Cc1cc(NC(=O)CCCN2C(=O)c3cccnc3C2=O)no1	i	i	i	i	i	i	i	i	i	i	i
47	Cn1nnnc1SCC(=O)Nc1cc(C(C)(C)C)nn1-c1ccccc1	i	i	i	i	i	i	i	i	i	i	i
48	Cc1ccccc1N(CC(=O)N/N=C/c1cc(C)n(-c2ccccc2C)c1C)S(C)(=O)=O	i	i	i	i	i	i	i	i	i	i	i
49	COc1ccc(S(=O)(=O)NC(C)C(=O)NCc2ccncc2)cc1C (stereo not given)	i	i	i	i	i	i	i	i	i	i	i
50	COc1ccc(CCC(=O)Nc2ccccc2C(F)(F)F)cc1	i	i	i	i	i	i	i	i	i	i	i

# (more compounds)
entry	compound	MrgX1 antagonist	ANO1 block	MrgX1 agonist	TRPC4 PAM	ANO1 activ	TRPC4 inh	RGS4 block	TRPC6 inh	TRPC6 act	MrgX1 allo act	TRPC4 agonist
51	COc1cc(OC)c(CN2CCN(c3ccc(F)cc3)CC2)cc1Br	i	i	i	i	i	i	i	i	i	i	i
52	CC(=O)C(Sc1ccc2nnc(-c3ccncc3)n2n1)C(C)=O	i	i	i	i	i	i	i	i	i	i	i
53	Cc1ccc(/C=C2/C(=O)c3ccc(C(=O)O)cc3C2=O)o1	·	·	·	i	i	i	i	i	i	·	i
54	Cc1nc(CCNC(=O)CC2C(=O)NCCN2Cc2ccccc2)sc1C (stereo not given)	i	i	i	i	i	i	i	i	i	i	i
55	COc1cc(C(C#N)N2CCCCC2)ccc1O (stereo not given)	i	i	i	i	i	i	i	i	i	i	i
56	Cc1ccc(-c2ccc(S(=O)(=O)NCc3ccco3)cc2)cc1	i	i	i	i	i	i	i	i	i	i	i
57	O=C(C1CCCO1)N1CCN(C(=S)Nc2ccccc2Cl)CC1 (stereo not given)	i	i	i	i	i	i	i	i	i	i	i
58	O=C1NCCc2c1[nH]c1c(Cl)ccc(Cl)c21	i	i	i	i	i	i	i	i	i	i	i
59	O=C(NCc1ccco1)C1CC(O)CN1C(=O)Nc1ccccc1 (stereo not given)	i	i	i	i	i	i	i	i	i	i	i
60	Cc1ccc(Cl)cc1NC(=O)CCn1cccc1	i	i	i	i	i	i	i	i	i	i	i
61	O=C(Nc1nc2ccccc2[nH]1)c1cccs1	i	i	i	i	i	i	i	i	i	i	i
62	O=C(c1ccccc1)c1ccc(-c2ccc(O)cc2)cc1	i	i	i	i	i	i	i	i	i	i	i
63	Cc1ccccc1OCC(=O)NCC1CCCO1 (stereo not given)	i	i	i	i	i	i	i	i	i	i	i
64	O=C(COc1ccc(/C=N/NC(=O)C(=O)N2CCCCC2)cc1)Nc1ccccc1Cl	i	i	i	i	i	i	i	i	i	i	i
65	CC(C)Oc1cccc(C(=O)C2CCCN(S(C)(=O)=O)C2)c1 (stereo not given)	i	i	i	i	i	i	i	i	i	i	i
66	Cc1cc(C(=O)CSc2nc3ccccc3c(=O)n2C)c(C)n1CC1CCCO1 (stereo not given)	·	·	·	i	·	i	i	i	i	·	i
67	COc1cccc2cc(C(=O)N3CCN(c4ccccn4)CC3)c(=O)oc12	i	i	i	i	i	i	i	i	i	i	i
68	COc1ccccc1C(=O)Nc1ccccc1N1CCOCC1	i	i	i	i	i	i	i	i	i	i	i
